Screening data as filed in PubChem BioAssay.
APP 5'UTR act: activators of APP 5'UTR luciferase reporter, primary screen, SH-SY5Y cells; actives 1% (n = 190,000); AID 1276, 2008; activation, % at 2 µM; SH-SY5Y APP 5'UTR luciferase reporter, luminescence; zero percent = DMSO vehicle wells;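 active = activation above a set limit, based on mean plus 3 SD of controls, cut at about 140% in these data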; note: values of inactives mirror those of a sister screen read the other way
FLuc inhib CS: firefly luciferase enzyme inhibitors, primary screen, artefact control for luciferase-based inhibitor screens, biochemical, luminescence, ATPLite | Luciferin 4-monooxygenase (Photinus pyralis), P08659 | 10 min | inhibition, % at 10 µM | actives 1.5% (n = 200,000);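 active = inhibition above about 50% when tested at 10 µM, limit read from the data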
Target sequence (P08659 whole entry, looked up): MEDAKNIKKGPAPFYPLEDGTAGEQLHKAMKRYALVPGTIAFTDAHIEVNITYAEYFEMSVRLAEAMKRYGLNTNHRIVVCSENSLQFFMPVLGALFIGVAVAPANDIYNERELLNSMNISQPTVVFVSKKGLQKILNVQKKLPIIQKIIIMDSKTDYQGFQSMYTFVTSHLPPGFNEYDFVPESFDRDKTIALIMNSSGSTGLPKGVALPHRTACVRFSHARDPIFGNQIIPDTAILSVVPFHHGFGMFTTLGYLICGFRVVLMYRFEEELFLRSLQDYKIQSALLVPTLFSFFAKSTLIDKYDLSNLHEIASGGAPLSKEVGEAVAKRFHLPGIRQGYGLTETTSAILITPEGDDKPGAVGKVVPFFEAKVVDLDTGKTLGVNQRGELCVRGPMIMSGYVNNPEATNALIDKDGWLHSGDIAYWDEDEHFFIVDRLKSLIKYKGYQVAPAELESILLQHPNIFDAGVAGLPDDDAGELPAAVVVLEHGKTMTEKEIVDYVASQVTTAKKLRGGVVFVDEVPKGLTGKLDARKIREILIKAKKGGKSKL
NF-kB neuron act: activators of NF-kB expression in neurons, primary screen, cell-based, HTS; human neuronal cells, NF-kB reporter expression; active compounds read high; fold change at 12.5 µM; actives 1.6% (n = 190,000); AID 1239, 2008; in the data active = fold change above about 3.3
STAT1 inh: STAT1 signaling inhibitors, primary screen, cell-based, HTS, luciferase reporter; actives 0.35% (n = 200,000); inhibition, % at 5.5 µM; NIH 3T3 STAT1-luciferase reporter, IFN-gamma, luminescence;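 active = inhibition above a set limit, the mean inhibition across all tested compounds plus 3 SD, cut at about 34% in these data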;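 note: 0% = IFN-gamma with DMSO and 100% = IFN-gamma with 300 µM nifuroxazide; values of inactives mirror those of a sister screen read the other way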
APP 5UTR inh: inhibitors of APP translation via 5'UTR reporter, primary screen, APP 5'UTR luciferase, SH-SY5Y cells; actives 0.82% (n = 190,000); inhibition, % at 2 µM; SH-SY5Y APP 5'UTR-luciferase reporter, luminescence; AID 1285, 2008;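 active = inhibition above a set limit, derived from the sample mean plus 3 SD, cut at about 45% in these data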; note: values of inactives mirror those of a sister screen read the other way
FLuc act counter: FLuc activators, initial screening, artefact control for FLuc-dependent activation tests, biochemical, ATPlite luminescence; ATPlite luciferase biochemical, 10 min; 0 = ATP-free wells, 1 = DMSO control; activation factor at 10 µM; 200,000 tested, under 10 active;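 active = luciferase activation factor, scaled between plate controls, of at least 2 with compound at 10 µM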
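System: luciferase plus luciferin reagent, cell-free; medium: PBS as buffer for the ATP substrate; dosing: test compounds dosed from 2 mM stocks in 100% DMSO; timing: 10 min post-reagent at room temperature; measured by: luminescence measurement of luciferase light output; evaluation: luciferase activation, seen as luminescence increase over controls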
STAT1 act: STAT1 signaling activators, primary screen, cell-based, HTS, luciferase reporter | actives 2.6% (n = 200,000) | activation (% of control), % at 5.5 µM | NIH 3T3 STAT1-luciferase reporter, IFN-gamma, luminescence; 100% = IFN-gamma alone, no compound;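 active = activation above the screen-wide mean activation plus 3 SD, cut at about 130% in these data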;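 note: raw ratio to IFN-gamma control signal so 100% means no change and 0% no light; values of inactives mirror those of a sister screen read the other way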
STAT3 activator: IL-6 driven STAT3 reporter potentiators, primary screen, U3A cells, luciferase, luminescence, MLSCN library; IL-6 STAT3-luciferase reporter; 100% = signal with IL-6 EC80 alone; activation (% of control), % at 5.6 µM; actives 0.91% (n = 190,000); AID 871, 2007;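 active = activation above the screen-wide mean of compound activation plus 3 SD, cut at about 130% in these data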;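 note: 0% = background luminescence of wells with medium and substrate only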
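Material: STAT1-lacking human U3A cells, STAT3 luciferase reporter | Benchmarks: IL-6-only wells as 100% reference | Probe or stimulus: IL-6 (33 ng/mL) | Timing: Compound 1 h, then IL-6 6 h at 37 °C | Detection: Luminescence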
STAT3 blocker: IL-6 driven STAT3 reporter inhibitors, primary screen, U3A cells, luciferase, luminescence, MLSCN library; actives 0.89% (n = 190,000); IL-6 STAT3-luciferase reporter; host cell line lacks STAT1; AID 862, 2007; inhibition, % at 5.5 µM;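 active = inhibition above the mean inhibition across all screened compounds plus 3 SD, cut at about 44% in these data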;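 note: 0% = DMSO only wells and 100% = 100 µM nifuroxazide control wells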
ROMK primary: ROMK potassium channel modulators, primary screen, cell-based, thallium flux, MLSMR library | AID 1918, 2009 | Tet-inducible ROMK, thallium flux fluorescence; actives lie on both sides | B-score at 10 µM | actives 2% (n = 130,000) | ATP-sensitive inward rectifier potassium channel 1 (Homo sapiens), P48048;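 active = signal ratio slope over the read window, or its plate-corrected B-score, at least 3 SD from the plate mean, either direction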;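 note: B-score of the F/F0 ratio slope over 7 to 12 s after thallium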
Starred values were filed as active, the others as inactive; / = no result given.

cpd	compound	APP 5'UTR act	FLuc inhib CS	NF-kB neuron act	STAT1 inh	APP 5UTR inh	FLuc act counter	STAT1 act	STAT3 activator	STAT3 blocker	ROMK primary
1	NC[C@@]12CCCC1C1CCC2C1 (some centres not stated)	40	-7	0.92	-9	-13	1.1	108	107	-1	-1.5
2	Cc1ccc(SCc2nnc(NC(=O)c3ccccc3)s2)cc1	14	2	1.2	-7	-14	1	107	101	6	0.24
3	Cc1ccc(C2=NCCNC2=O)c(C)c1	-7	-9	0.86	-1	7	1.1	101	101	1	0.25
4	S=C(c1ccc(-c2ccc(Cl)cc2)o1)N1CCCCC1	184*	71*	4.9*	-87	-184	0.3	181*	97	12	/
5	COc1cccc(-c2csc(NC(=O)Oc3ccccc3)n2)c1	25	2	1.7	-15	-25	1	114	96	10	/
6	NS(=O)(=O)c1ccc(NC(=O)COC(=O)c2ccc3c(c2)OCCO3)cc1	15	-9	1.1	1	-15	1.1	98	104	-3	0.28
7	O=C(O)CN1C(=O)C2(OCCCO2)c2ccccc21	-3	-2	0.93	-5	3	1	104	96	9	/
8	Cn1cccc1C(=O)C(=O)Nc1ccc(Cl)cc1	186*	62*	11*	-22	-186	0.4	120	77	31	/
9	CCn1c(C(=O)N2CCC(C(=O)NCCCSC3CCCCC3)CC2)cc2sccc21	-2	-1	0.68	6	2	1	94	110	-7	/
10	Cc1ccc(C)c(N=Nc2nc3ccccc3n2C)c1	161*	75*	3.9*	-28	-161	0.2	126	176*	-74	/
11	CCCc1[nH]nc2c1C1(C(=O)N(C(C)C)c3ccccc31)C(C#N)=C(N)O2 (configuration not stated)	-1	-5	1.2	0	1	1	100	107	-6	/
12	CCN(CCCNC(=O)CN1C(=O)COc2ccccc21)c1cccc(C)c1	-7	-4	1.1	4	6	1	96	99	-1	-0.98

Continuation:
cpd	compound	APP 5'UTR act	FLuc inhib CS	NF-kB neuron act	STAT1 inh	APP 5UTR inh	FLuc act counter	STAT1 act	STAT3 activator	STAT3 blocker	ROMK primary
13	CC(=O)NC1=NN(C(C)=O)C(c2ccc(C(C)C)cc2)S1 (configuration not stated)	18	-3	1.7	4	-18	1	97	100	-3	-0.98
14	O=C(NCC1CCCO1)c1sc(=S)n2c1[nH]c(=O)c1ccc(C(=O)N3CCCCC3)cc12 (configuration not stated)	-2	-1	0.91	15	2	1	87	90	16	/
15	CC(C)(C)OC(=O)N1CC(O)CC1C(=O)OCC(=O)c1ccccc1 (configuration not stated)	6	-1	1.1	-5	-6	1	105	101	2	0.95
16	COC(=O)c1nnc(-c2ccccc2)nc1OC	15	0	1.3	-11	-15	1	110	97	10	/
17	CCc1nnc(NC(=O)c2ccc(S(=O)(=O)N3CCCCC3C)cc2)s1 (configuration not stated)	11	-3	1.2	-7	-11	1	107	102	0	1.1
18	O=C(CCC(=O)NCCCc1ccccc1)NCCCc1ccccc1	9	4	0.86	-5	-9	1	104	102	-2	/
19	COc1ccc(NC(=S)NCCc2ccc(F)cc2)c(OC)c1	9	-11	1	9	-9	1.1	92	87	22	0.005
20	Cc1ccccc1-c1ncc(CN2CCN(C3CCCC3)C(CCO)C2)cn1 (configuration not stated)	-5	-3	1	-9	5	1	106	107	-4	-1.4
21	CC1CCCC(C)N1S(=O)(=O)c1ccc(S(=O)(=O)NCc2ccccc2)cc1 (configuration not stated)	7	-2	1.6	-3	-7	1	105	102	0	-0.032
22	CCOC(=O)c1sc(C)c(C(=O)NC2CCCCC2)c1N	12	0	1.6	-19	-12	1	118	99	4	/
23	CCOC(=O)C1=C(C)N(c2ccccc2)C(=O)NC1c1cccc([N+](=O)[O-])c1 (configuration not stated)	-6	-7	1.2	16	6	1.1	86	95	5	/
24	CNC(=O)COC(=O)c1ccccc1Oc1ccccc1	3	-7	1	3	-3	1.1	97	91	16	-0.37

The list continues:
cpd	compound	APP 5'UTR act	FLuc inhib CS	NF-kB neuron act	STAT1 inh	APP 5UTR inh	FLuc act counter	STAT1 act	STAT3 activator	STAT3 blocker	ROMK primary
25	CSc1nc(-c2ccccc2)cc(C)c1C#N	3	-1	1.2	-9	-2	1	107	87	17	0.42
26	O=C(NNc1ncccc1Cl)c1c(Cl)cccc1Cl	5	-9	1.1	-6	-5	1.1	105	100	6	-0.4
27	CC1CCCC(C)N1C(=O)COc1ccc([N+](=O)[O-])cc1Cl (configuration not stated)	-12	0	/	-14	12	1	111	104	0	-0.38
28	COCCNC(=O)c1ccc(NS(C)(=O)=O)cc1	6	-4	1.4	-6	-6	1	109	101	0	1.6
29	CC(=O)Nc1ccc(S(=O)(=O)N(C)CC(=O)OCC(=O)Nc2cccnc2Cl)cc1	14	-4	1.2	-11	-14	1	110	99	-2	1.1
30	CC(C)[C@H](NC(=O)c1ccco1)C(=O)OCC(=O)NC12CC3CC(CC(C3)C1)C2	-8	0	1.1	6	8	1	94	111	-7	-0.026
31	COc1ccc(C(=O)Nc2cc(OC)cc(OC)c2)cc1	125	66*	2.5	-34	-125	0.3	132*	81	24	1.7
32	Cc1oc(-c2ccccc2)cc1C(=O)Nc1cccc(C(=O)O)c1	10	1	1.4	3	-10	1	97	105	-4	/
33	COc1ccc(NC(=O)C(CC(=O)O)C(C)c2ccccc2)cc1 (configuration not stated)	0	-5	1.1	-4	0	1	102	95	9	0.49
34	CCCn1ncc(CN2CCC(CO)(CC3CCCCO3)CC2)c1C (configuration not stated)	1	-2	1.1	-8	-1	1	106	103	1	0.17
35	COCCNC(=O)C(c1ccco1)N(Cc1ccc(OC)cc1)C(=O)Cn1nnc2ccccc21 (configuration not stated)	23	-4	1.2	2	0	1	97	98	9	0.91
36	S=c1[nH]nc(-c2ccncc2)n1Cc1ccccc1	3	-4	0.99	-3	-3	1	103	102	3	0.063

Next part:
cpd	compound	APP 5'UTR act	FLuc inhib CS	NF-kB neuron act	STAT1 inh	APP 5UTR inh	FLuc act counter	STAT1 act	STAT3 activator	STAT3 blocker	ROMK primary
37	COc1cccc2cc(C(=O)N(C)C)c(=O)oc12	5	-7	1.3	1	-5	1.1	99	103	1	/
38	Fc1ccc(Nc2cccc3nccnc23)cc1	13	-3	1.2	-17	-13	1	115	102	0	/
39	COc1ccc(C(=O)C2CCCN(C(=O)c3cccs3)C2)cc1F (configuration not stated)	17	-6	1.1	3	-17	1.1	95	105	-1	0.54
40	CC(C)Cc1nc2oc3c(Cl)ncnc3c2c2c1CCC2	-14	-4	1	3	14	1	97	101	0	/
41	CCOC(=O)c1sc(=NC(=O)c2cc(OC)c(OC)c(OC)c2)n(C)c1C	-9	-6	1.1	1	9	1.1	99	87	22	-0.054
42	COc1ccc(-c2cc(-c3n[nH]c(=S)n3-c3ccccc3OC)[nH]n2)cc1	12	7	1.2	2	-12	0.9	98	97	1	1.9
43	Cc1ccccc1CNC(=O)c1ccccc1NS(C)(=O)=O	17	1	1.1	11	-17	1	88	93	12	-0.0075
44	O=C(Nc1cccc(C(F)(F)F)c1)c1cnccn1	21	-3	1.1	-10	-21	1	110	88	15	-0.5

Grouped by structure, those above with a Cl atom
cpd	compound	APP 5'UTR act	FLuc inhib CS	NF-kB neuron act	STAT1 inh	APP 5UTR inh	FLuc act counter	STAT1 act	STAT3 activator	STAT3 blocker	ROMK primary
4	S=C(c1ccc(-c2ccc(Cl)cc2)o1)N1CCCCC1	184*	71*	4.9*	-87	-184	0.3	181*	97	12	/
8	Cn1cccc1C(=O)C(=O)Nc1ccc(Cl)cc1	186*	62*	11*	-22	-186	0.4	120	77	31	/
26	O=C(NNc1ncccc1Cl)c1c(Cl)cccc1Cl	5	-9	1.1	-6	-5	1.1	105	100	6	-0.4
27	CC1CCCC(C)N1C(=O)COc1ccc([N+](=O)[O-])cc1Cl (configuration not stated)	-12	0	/	-14	12	1	111	104	0	-0.38
29	CC(=O)Nc1ccc(S(=O)(=O)N(C)CC(=O)OCC(=O)Nc2cccnc2Cl)cc1	14	-4	1.2	-11	-14	1	110	99	-2	1.1
40	CC(C)Cc1nc2oc3c(Cl)ncnc3c2c2c1CCC2	-14	-4	1	3	14	1	97	101	0	/
